# EPAC1 antag = antagonists of human EPAC1; 360,000 compounds, 0.14% hits; O95398; Potency, µM (doses to about 115 µM), for the others: at the top dose activity change, negative = inhibition, hits mostly inhibitors; EPAC1 GEF assay, Rap1b-BODIPY-GDP exchange fluorescence;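 further: potency means the concentration at half of the fitted maximal effect; plate controls were vehicle for no effect and positive control for full effect; nearly all actives have a fitted effect of over 50% in size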
# HEK293 tox = cytotoxicity in counter-screen for GLP-1R inverse agonists. HEK293 cAMP-luciferase reporter cells, luminescence, 24 h. Potency, µM (highest dose often 38.3 µM), inactives show at the top dose activity change, negative = inhibition, actives largely listed as inhibitors. 410,000 compounds, 0.13% hits. AID 624418;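 further: loss of luciferase light is scored as toxicity; potency means the concentration at half of the fitted maximal effect; on the % scale 0 is the no-effect control and ±100 the full control effect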
#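 A 23 nL compound transfer followed 12 hours of cell culture at 37 deg C; exposure then lasted 24 hr. Luciferase assay detection reagent was dispensed and plates read for luminescence after a 12 min room-temperature wait.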
# IL-2 act = activates IL-2 in a cell-based reporter assay; IL-2 activation reporter assay, cell-based qHTS; stimulated with anti-CD3/CD4/CD28 beads; in transgenic mouse T cells; activation, % (series mostly up to about 46 µM); 360,000 compounds, 0.065% hits; in the data active means activation above about 50%; inconclusive means mostly about 30% to 49%; further: 0% is about no effect
#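 Using fluorescent plate cytometry, EGFP and DsRed are detected in transgenic mouse T cells stimulated 18 h at 37 degrees C with antibody-coated beads after 60 min compound pretreatment.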
# PI5P4K alpha inh = blocks human PI5P4K alpha kinase activity | P48426 | PI5P4Kalpha enzyme, ADP-Glo luminescence, 60 min; hits give low values | max response, % | 330,000 compounds, 1.2% hits | AID 652105; active means max response of -50% or lower; inconclusive means between -30% and -50%; inactive means -30% or higher; further: value at the top dose of about 77 µM; on the % scale 0 is the no-effect control and ±100 the full control effect
# Target sequence (P48426 whole entry, looked up): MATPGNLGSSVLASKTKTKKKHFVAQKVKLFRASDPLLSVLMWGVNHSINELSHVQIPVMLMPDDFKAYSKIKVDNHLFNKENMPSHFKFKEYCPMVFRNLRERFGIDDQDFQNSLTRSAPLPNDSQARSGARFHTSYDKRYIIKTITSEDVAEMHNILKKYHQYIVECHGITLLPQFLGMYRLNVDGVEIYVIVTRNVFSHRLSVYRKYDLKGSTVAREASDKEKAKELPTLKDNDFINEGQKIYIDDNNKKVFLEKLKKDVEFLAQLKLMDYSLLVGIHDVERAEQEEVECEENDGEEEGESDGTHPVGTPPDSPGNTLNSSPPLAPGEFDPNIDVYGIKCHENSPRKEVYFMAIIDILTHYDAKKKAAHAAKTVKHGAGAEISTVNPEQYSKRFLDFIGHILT
#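 Controls without substrate or without enzyme flank wells where PI5P4Kalpha converts substrate using 5 microM ATP (final). Incubation lasts 60 minutes at room temperature; ADP formed is read by ADP-Glo luminescence.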
# PTHR1 ag = agonists of human PTHR1 parathyroid hormone receptor; Q03431; HEK293 GP2 PTHR1 cells, GloSensor cAMP luminescence, 1 h; Potency, µM (doses to about 115 µM), for the others: at the top dose activation, most hits filed as activators; 410,000 compounds, 0.075% hits; further: potency means the concentration at half of the fitted maximal effect; nearly all actives have a fitted effect of over 55% in size; some results filed as inactive show a strong effect at the top dose; inactives centre near -15; many of its hits are not listed in these tables
# Target sequence (Q03431 whole entry, looked up): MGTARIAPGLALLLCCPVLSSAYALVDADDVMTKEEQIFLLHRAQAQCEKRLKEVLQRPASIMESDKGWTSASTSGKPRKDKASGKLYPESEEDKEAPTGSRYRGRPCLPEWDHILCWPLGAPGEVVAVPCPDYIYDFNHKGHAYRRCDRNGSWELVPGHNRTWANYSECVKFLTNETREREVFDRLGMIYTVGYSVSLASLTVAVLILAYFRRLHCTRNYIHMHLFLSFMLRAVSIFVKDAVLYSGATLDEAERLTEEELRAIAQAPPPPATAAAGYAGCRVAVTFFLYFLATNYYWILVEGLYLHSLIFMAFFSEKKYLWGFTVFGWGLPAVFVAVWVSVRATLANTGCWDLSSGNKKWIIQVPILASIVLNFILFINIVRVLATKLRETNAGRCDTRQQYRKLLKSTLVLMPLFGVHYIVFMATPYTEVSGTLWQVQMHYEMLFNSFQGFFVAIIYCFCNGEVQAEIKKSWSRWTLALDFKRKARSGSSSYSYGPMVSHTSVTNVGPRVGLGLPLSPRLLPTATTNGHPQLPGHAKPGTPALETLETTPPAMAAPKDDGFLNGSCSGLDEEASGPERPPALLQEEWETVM
#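 HEK-293-derived GP2 cells expressing PTHR1 and a GloSensor cAMP reporter, 3,000/well, plated overnight, given luciferin plus IBMX (each 0.5 mM as added) for 1 h at 37 °C, then compound for 1 h at 37 °C. Luminescence was read after 15 min at room temperature.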
# GLP-1R agonist = agonists of human GLP-1 receptor; HEK293 GLP-1R CRE-luciferase, luminescence, 4-6 h; cells express a hypersensitive GLP-1R form; Potency, µM (highest dose often 45.6 µM), without a hit: top-dose activation, actives largely listed as activators; 380,000 compounds, 0.007% hits; AID 624172; further: potency means the concentration at half of the fitted maximal effect; % of control where 0% means no effect
# PLK1 PBD inh = blocks phosphopeptide binding to human PLK1 polo-box domain; P53350; 360,000 compounds, 2.8% hits; Plk1 PBD binding of FITC phosphopeptide, fluorescence polarization; Potency, µM, without a hit: max response, negative = inhibition, actives largely listed as inhibitors; further: potency means the concentration at half of the fitted maximal effect; series mostly up to about 57 µM; on the % scale 0 is the no-effect control and ±100 the full control effect; nearly all actives have a fitted effect of over 65% in size
# GLP-1R inv ag = GLP-1 receptor (human) inverse agonism | P43220 | HEK293 GLP-1R CRE-luciferase, luminescence, 24 h; GLP-1R form is constitutively active | Potency, µM (top dose mostly 38.3 µM), for inactives: at the highest dose activity change, negative = inhibition, hits mostly inhibitors | 410,000 compounds, 1.6% hits | AID 624417; further: potency means the concentration at half of the fitted maximal effect; on the % scale 0 is the no-effect control and ±100 the full control effect; nearly all actives have a fitted effect of over 55% in size
#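 HEK293 cells stably co-expressing constitutively active GLP-1R and a cAMP-responsive luciferase reporter were seeded in DMEM with 10% Nu serum, given compounds after 12 h, and incubated 24 h at 37 deg C. Luminescence was then read.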
# EPAC1 agonist = activates human EPAC1 exchange factor; O95398; EPAC1 agonist qHTS, biochemical assay; response scale: 100% = response to 6.5 mM cAMP; Potency, µM (series often up to 154 µM), without a hit: top-dose activation, hits mostly activators; 360,000 compounds, 0.073% hits; AID 720707; further: potency means the concentration at half of the fitted maximal effect; nearly all actives have a fitted effect of over 60% in size
#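 Fluorescent GDP-exchange assay: 100 nM EPAC1 with 250 nM Rap1B preloaded with BODIPY-GDP and 50 uM GDP; compounds tested as concentration series, 5 min at room temperature, then read every 5 min for 30 min (ex 480/em 540 nm); normalized to 6.5 mM cAMP.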
# An asterisk follows results filed as active; i = inactive; ? = inconclusive; · = no result given; [ ] = dose if it differs, or a comment. Unless noted, the call rests on the fitted dose curve; in most records, active means well fitted curve in the direction sought with a large enough effect; inconclusive means small, poorly fitted or top-dose-only effect, or another doubt; inactive means no such curve, though single readings can be large; an effect the other way counts as inactive or inconclusive.
Compound | PLK1 PBD inh | PTHR1 ag | IL-2 act | HEK293 tox | GLP-1R inv ag | PI5P4K alpha inh | EPAC1 antag | GLP-1R agonist | EPAC1 agonist
O=C(COC(=O)CN1C(=O)NC2(CCCCC2)C1=O)Nc1cc(F)ccc1F | -11% | -12% | 0.1 | 1% | 6% | 1 | -14% | -6% | 9%
Nc1c2c(nc3ccc(Br)cc13)N(Cc1ccccc1)CC2 | -17% | -5% | -3.9 | -22% | ? | -3 | 0% | 6% | 0%
COc1cc2c(cc1OC)C(c1cccnc1)CC(=O)N2 (stereo not drawn) | 4% | -20% | 3.9 | -1% | 11% | 0 | -3% | 1% | -18%
Nn1c(SCC(=O)Nc2ccccc2F)nnc1-c1cccs1 | -2% | -1% | 0.9 | 3% | 0% | -4 | -10% | 9% | 9%
CC1=C(C(=O)NC2CC(C)(C)Cc3c2cnn3-c2cccc(F)c2)OCCO1 (stereo not drawn) | -6% | -26% | -0.7 | -2% | ? | -1 | -27% | 5% | -3%
CCN(C(=O)COC(=O)c1cccc(-n2cnnn2)c1)C1CCCCC1 | -3% | -29% | 0.8 | -2%[0.307 µM] | -1%[0.307 µM] | 2 | -25% | 7% | 3%
Cc1ccc(-c2nn(-c3ccccc3)cc2/C=C2\SC(=S)N(CCCCCC(=O)O)C2=O)o1 | 165%[activator] | -24% | 0.9 | 8% | 24% | -6 | 74%[activator] | 12% | -256%[inhibitor]
Nc1ccc(-c2ccc(N)cc2C(F)(F)F)c(C(F)(F)F)c1 | -8% | -21% | 3.2 | -22% | ? | -13 | -17% | 1% | 7%
Cc1ccc2cccc(NC(=O)c3ccc(C#N)cc3F)c2n1 | · | 17% | · | 2% | 2% | · | · | 2% | ·
CN1CCN(C(=O)c2ccc3c(=O)n(Cc4ccco4)c(=S)[nH]c3c2)CC1 | -7% | -20% | 0.5 | 15% | 0% | · | -1% | 5% | 4%
COc1ccc(-c2csc(NC(=O)C3CC(=O)N(c4ccc5c(c4)OCCO5)C3)n2)cc1 (stereo not drawn) | 1% | -32%[inhibitor] | -0.4 | -24% | ? | ? | 2% | -12% | 4%
O=C(COC(=O)c1ccc2ncsc2c1)Nc1ccccc1Br | -16% | -21% | 1.7 | 2% | 33%[activator] | 1 | -10% | -3% | -6%
Cc1ccc(C)c(NC(=O)c2cc(S(=O)(=O)N3CCCCC3)c[nH]2)c1 | 3% | -13% | -0.1 | 3% | -19% | 3 | -16% | -1% | -10%
COC(=O)c1ccc(CSc2nc(C(F)(F)F)c3c(c2C#N)CCC3)o1 | -4% | -35%[inhibitor][57.5 µM] | 0.1 | 16% | -27% | -12 | -1% | 1% | 7%
CC(=O)Nc1cccc(OCc2cccc([N+](=O)[O-])c2)c1 | 0% | -22% | -5.6 | -9% | 1% | 18 | 8% | 18% | 3%
CC/C=C/C(=O)N1CC2(CC(c3cccc(NC(=O)CCCCC)c3)=NO2)C[C@H]1C(N)=O (stereo partly drawn) | -4% | i | 0.1 | -21% | 12% | -3 | -16% | 8% | 9%
CCC(C)C(N)C(=O)N1CCCC1C(=O)NC(C(=O)O)C(C)CC (stereo not drawn) | 1% | 2% | -0.4 | 1% | 1% | 1 | -9% | -3% | -6%
O=S1(=O)CC(N2CCCCC2)CN1Cc1cn(Cc2ccc(F)cc2)nn1 (stereo not drawn) | -10% | -12% | 0.5 | -5% | 7% | 0 | 17% | 10% | 8%
COC(=O)/C=C1\NCCSC1=O | 1% | i | -1.6 | 14% | 2% | · | -3% | 2% | 6%
Cc1cc(=O)oc2cc(NC(=O)CCC(=O)O)ccc12 | -5% | -25%[57.5 µM] | 0.1 | 7% | 0% | · | 7% | -11% | 7%
O=S1(=O)CCN(C2CCCCCCC2)CC1 | -5% | i | -1.6 | -4% | -1% | 5 | 2% | 0% | 8%
O=C(OCc1c(Cl)nc2sccn12)c1cc2c(s1)CCCC2 | -1% | -6% | -1.9 | -4% | 0% | 9 | -5% | -6% | 0%
C1=C(c2ccccc2)Nc2nnnn2C1 | -4% | i | 0.5 | 134%[activator] | 3% | -2 | 11% | -11% | 3%
C[C@H](CO)N1C[C@H](C)[C@@H](CN(C)C(=O)Nc2ccc3c(c2)OCO3)Oc2ccc(NC(=O)Nc3ccc4c(c3)OCO4)cc2C1=O | -12% | -17% | -0.2 | 1% | 3% | 3 | -8% | 4% | -16%
CCCNCc1cc(Br)ccc1OCC(=O)NCCc1ccccc1 | 4% | i | -3.8 | ? | -70% | 2 | -4% | -5% | 12%
CCN(CC)S(=O)(=O)c1ccc(C(=O)NC2=NCCS2)cc1 | -3% | i | 0.7 | 3% | 1% | 8 | 2% | 3% | -4%
Cc1nc(SCC(=O)N2CCN(c3ccccc3)CC2)c2oc3ccccc3c2n1 | -5% | -12% | 0.3 | -8% | 5% | 12 | -9% | -22% | 8%
Cn1c(=O)c2c(ncn2CC(O)CO)n(C)c1=O (stereo not drawn) | 3% | -41%[inhibitor] | -0.2 | 2% | 0% | 1 | 9% | -4% | -11%
CCOc1cccc2cc(-c3cn4cc(C)ccc4n3)c(=O)oc12 | -6% | -12% | -1.7 | -5% | 25% | -3 | -1% | -3% | 0%
NC(=O)c1ccccc1NC(=O)CCCN1C(=O)CCC1=O | -9% | 16% | 1.0 | -8% | 17% | 7 | 15% | 1% | -3%
O=C(COc1ccccc1[N+](=O)[O-])NC1CC1 | -2% | i | 2.1 | 8% | 7% | -10 | 15% | 1% | 8%
O=C(COC(=O)/C=C/c1cccc(Cl)c1)NC(=O)NCc1ccccc1 | 6% | -9% | 0.8 | 1% | 12% | -1 | -1% | -7% | -13%
COc1cc(C(O)c2nc(-c3cccc(C#N)c3)cs2)ccc1F (stereo not drawn) | -2% | -34%[inhibitor] | 0.4 | -3% | ? | 5 | -12% | 21% | 6%
COc1ccccc1CNC(=O)/C=C/c1ccc(Br)o1 | -14% | -1% | 0.1 | 13% | -24% | -8 | -11% | -16% | 3%
CCOc1ccc(NC(=O)Cc2c(O)c3ccccc3[nH]c2=O)cc1 | -7% | i | 0.3 | 11% | 4% | -2 | 7% | -6% | 8%
Cc1ccc(S(=O)(=O)N2CCCCC2)cc1NC(=O)CSc1nnc(C2CC2)n1C | -14% | i | 1.3 | 7% | -28% | -3 | -25% | 1% | 0%

# Some of these compounds in order of molecular weight, rising:
Compound | PLK1 PBD inh | PTHR1 ag | IL-2 act | HEK293 tox | GLP-1R inv ag | PI5P4K alpha inh | EPAC1 antag | GLP-1R agonist | EPAC1 agonist
C1=C(c2ccccc2)Nc2nnnn2C1 | -4% | i | 0.5 | 134%[activator] | 3% | -2 | 11% | -11% | 3%
O=S1(=O)CCN(C2CCCCCCC2)CC1 | -5% | i | -1.6 | -4% | -1% | 5 | 2% | 0% | 8%
CCC(C)C(N)C(=O)N1CCCC1C(=O)NC(C(=O)O)C(C)CC (stereo not drawn) | 1% | 2% | -0.4 | 1% | 1% | 1 | -9% | -3% | -6%
Nn1c(SCC(=O)Nc2ccccc2F)nnc1-c1cccs1 | -2% | -1% | 0.9 | 3% | 0% | -4 | -10% | 9% | 9%
O=C(OCc1c(Cl)nc2sccn12)c1cc2c(s1)CCCC2 | -1% | -6% | -1.9 | -4% | 0% | 9 | -5% | -6% | 0%
O=C(COC(=O)c1ccc2ncsc2c1)Nc1ccccc1Br | -16% | -21% | 1.7 | 2% | 33%[activator] | 1 | -10% | -3% | -6%
Cc1nc(SCC(=O)N2CCN(c3ccccc3)CC2)c2oc3ccccc3c2n1 | -5% | -12% | 0.3 | -8% | 5% | 12 | -9% | -22% | 8%
COc1ccc(-c2csc(NC(=O)C3CC(=O)N(c4ccc5c(c4)OCCO5)C3)n2)cc1 (stereo not drawn) | 1% | -32%[inhibitor] | -0.4 | -24% | ? | ? | 2% | -12% | 4%

# Next compounds.
Compound | PLK1 PBD inh | PTHR1 ag | IL-2 act | HEK293 tox | GLP-1R inv ag | PI5P4K alpha inh | EPAC1 antag | GLP-1R agonist | EPAC1 agonist
O=S(=O)(c1ccc(Cl)cc1)c1nc(-c2ccccc2F)oc1NCCCN1CCOCC1 | -4% | i | -1.9 | 0% | 22% | 1 | 9% | -2% | 9%
COc1ccc(C2C(C(=O)OCC(=O)Nc3ccc(C)cc3)CCC(=O)N2c2ccc(OC)cc2)cc1 (stereo not drawn) | -25% | -1% | -2.4 | -8% | 3% | -2 | -7% | -3% | -9%
CCCn1c(N)c(N2CCCCC2)c(=O)n(CC(=O)Nc2ccc(OC(F)(F)F)cc2)c1=O | -1% | i | 0.6 | 1% | 0% | 0 | 13% | -12% | -4%
CC1(C(=O)N2CCC(CO)(Cc3cccc(C(F)(F)F)c3)CC2)CC1 | 3% | i | 1.3 | -6% | ? | 6 | 19% | -7% | 5%
CC(=O)CC(=O)NC(=NC1CCCCC1)Nc1nc(C)cc(C)n1 | -2% | -19%[57.5 µM] | -0.8 | ? | 4% | · | 7% | 7% | 3%
Cc1ccc(-c2c(C#N)c(N)nc3c2CCCC3)s1 | -8% | i | -3.0 | -4% | 15% | -1 | -4% | 3% | -3%
C#CCSc1ncc(S(=O)(=O)c2ccccc2)c(=O)[nH]1 | -3% | i | 0.3 | -3% | -11% | -3 | 12% | 1% | 4%
Cc1cccc(-c2nc3ccccc3c(=O)n2NC(=O)/C=C/c2ccc([N+](=O)[O-])cc2)c1 | -18% | 0% | 0.5 | -12% | 25% | 2 | -6% | 13% | 10%
O=C(CCN1C(=O)/C(=C/c2cccs2)SC1=S)Nc1cccc(C(=O)O)c1 | -2% | i | -3.6 | 0% | 5% | -29 | -6% | -1% | -9%
Cc1sc2ncn(CC(=O)N3CCN(c4ccccc4)CC3)c(=O)c2c1S(=O)(=O)N1CCN(c2ncccn2)CC1 | · | -16% | · | -20% | 7% | · | · | -2% | ·
N#Cc1c(N)nc(N)nc1Nc1ccc(Br)cc1 | -6% | -1% | -0.6 | 0% | ? | -52* | 0% | 28% | 10%

# Source: PubChem (National Center for Advancing Translational Sciences (NCATS))

# These rows are one share of the data; rates above refer to the full screens.
